OXTR potentiator = potentiates the human oxytocin receptor response | P30559 | activation, % at 3 µM | AID 2445 | 320,000 compounds, 0.061% hits | CHO-OTR cells, Fluo-8 calcium fluorescence, potentiator mode; 0% = oxytocin EC15, 100% = EC100;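 active = activation above that plate's cutoff, the mean activation of tested compounds plus 3 SD, cut at about 6.6% in these data, passing the limit was not always enough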;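 note: 100% uses oxytocin at 75 nM as the full agonist control; some results filed as inactive read as strong as hits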
Target sequence (P30559 whole entry, looked up): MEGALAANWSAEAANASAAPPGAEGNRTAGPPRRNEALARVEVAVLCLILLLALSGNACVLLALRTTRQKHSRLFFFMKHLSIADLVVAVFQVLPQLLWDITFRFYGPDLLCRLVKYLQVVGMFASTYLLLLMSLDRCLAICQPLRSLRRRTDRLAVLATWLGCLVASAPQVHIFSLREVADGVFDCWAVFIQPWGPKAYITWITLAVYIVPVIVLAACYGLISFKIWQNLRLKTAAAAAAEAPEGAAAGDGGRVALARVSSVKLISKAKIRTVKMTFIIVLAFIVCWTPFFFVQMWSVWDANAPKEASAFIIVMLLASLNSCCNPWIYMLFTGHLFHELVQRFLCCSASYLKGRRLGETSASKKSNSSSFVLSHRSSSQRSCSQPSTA
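Assay system: CHO cell line stably expressing human OTR | Also added: Oxytocin at about EC15, sub-maximal agonist stimulus | Times: Compound 6 min at room temperature before oxytocin, 100 s read | Measured by: Fluo-8 intracellular calcium fluorescence, ex 470-495, em 515-575 nm | Controls: EC15 oxytocin alone as 0%, 75 nM oxytocin as 100%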
V1R ag counter = counter-screen for oxytocin receptor agonists: human V1a receptor agonists | 320,000 compounds, 0.25% hits | AID 2797 | CHO-V1R cells, Fluo-8 calcium fluorescence, agonist mode; 0% DMSO, 100% 3 nM vasopressin | activation, % at 3 µM;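 active = activation above the mean activation of all tested compounds plus 3 SD, per screening run, cut at about 20% in these data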;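 note: signal is peak over basal fluorescence ratio across a 100 second FLIPR read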
Target sequence (P37288 whole entry, looked up): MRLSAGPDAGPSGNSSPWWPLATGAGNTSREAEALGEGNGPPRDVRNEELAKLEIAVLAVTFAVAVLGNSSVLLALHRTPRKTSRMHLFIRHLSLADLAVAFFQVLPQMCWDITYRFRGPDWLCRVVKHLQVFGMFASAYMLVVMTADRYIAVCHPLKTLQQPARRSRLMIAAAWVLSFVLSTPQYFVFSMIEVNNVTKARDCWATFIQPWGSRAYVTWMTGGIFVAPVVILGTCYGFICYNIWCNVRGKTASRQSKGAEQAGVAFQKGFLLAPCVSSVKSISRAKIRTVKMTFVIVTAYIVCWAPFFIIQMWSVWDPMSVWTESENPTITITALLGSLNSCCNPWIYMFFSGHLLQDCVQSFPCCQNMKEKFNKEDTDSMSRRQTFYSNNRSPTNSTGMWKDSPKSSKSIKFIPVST
TAAR1 ag = human TAAR1 agonism | CHO RD-HGA16 TAAR1, Fluo-8 calcium fluorescence; vehicle wells 0%, saturating PEA agonist 100% | 360,000 compounds, 0.99% hits | activation, % at 3 µM | AID 624467 | Q96RJ0;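 active = activation above the mean activation of all test compounds in the run plus 3 SD, cut at about 38% in these data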
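Assay system – CHO-derived RD-HGA16 cells with stable Gα16 and human TAAR1 · Compound dosing – one-point dosing at 3 µM (nominal) · Incubation – 17-24 h seeding, 75 min 37 °C dye, 30 min RT · Measured by – kinetic Fluo-8 calcium fluorescence · Control set – DMSO vehicle as 0%, PEA at EC100 as 100% · Repeats – single well for each compound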
M1 ag parental = counter-screen for M1 agonists: effect in parental CHO-K1 cells | Fluo-8 calcium fluorescence; scaled to maximal ATP response, vehicle zero | activation, % at 3 µM | 360,000 compounds, 0.48% hits; in the data active = activation above about 15%;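 note: untransfected CHO-K1 host cells lacking M1 receptor as counterscreen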
CHRM1 agonist = activates human CHRM1 receptor | P11229 | CHO-K1 hM1, Fluo-8 calcium fluorescence, agonist mode; 0% DMSO, 100% acetylcholine EC100 | activation, % at 3 µM | 360,000 compounds, 0.33% hits | AID 588814;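 active = activation above the run's mean compound activation plus 3 SD, cut at about 16% in these data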;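 note: peak over basal fluorescence ratio within a 140 s kinetic read after compound addition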
CHO parental Ca = signal in parental CHO cells, OX1R antagonist counter-screen; 330,000 compounds, 0.63% hits; inhibition, % at 5.6 µM; parental CHO-K1, ATP-induced calcium, Fluo-8 fluorescence; AID 463079;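 active = inhibition above that plate's mean sample inhibition plus 3 SD, cut at about 26% in these data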;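 note: 0% = ATP-challenged DMSO wells and 100% = DMSO wells without ATP; some compounds past the cut are filed as inactive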
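Material: parental CHO cells / Compound: single nominal dose of 5.6 µM per compound / Signal: Fluo-8 fluorescence / Replicates: singlicate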
TAAR1 antagonist = antagonists of human TAAR1; CHO RD-HGA16 TAAR1, Fluo-8 calcium fluorescence, antagonist; Q96RJ0; inhibition, % at 3 µM; 360,000 compounds, 1.5% hits; AID 624466;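 active = inhibition above a per-plate cutoff, the mean inhibition of test compounds on that plate plus 3 SD, cut at about 49% in these data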;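 note: 0% = DMSO plus EC80 beta-PEA response and 100% = DMSO alone without agonist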
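System: RD-HGA16 CHO cells with stable hTAAR1 and Gα16 | Probe or stimulus: EC80 β-phenethylamine stimulus | Dosing: 3 µM, single point | Times: Dye loading 75 min at 37 °C, then 30 min room temperature | Measured by: Fluo-8 calcium-sensitive fluorescence | Read-out basis: % inhibition of agonist calcium response | Replicates: n of 1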
CHO-K1 Ca PAM = counter-screen for M1 PAMs: effect in parental CHO-K1 cells | 360,000 compounds, 0.02% hits | ATP EC20, Fluo-8 calcium fluorescence; 0% at ATP EC20, 100% at ATP max | activation, % at 3 µM;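 active = activation above the run cutoff, the mean activation of all test compounds plus 3 SD, cut at about 40% in these data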;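 note: peak over basal fluorescence ratio in a 140 s read after ATP addition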
CHO-K1 Ca antag = counter-screen for M1 antagonists: effect in parental CHO-K1 cells | ATP-induced calcium, Fluo-8 fluorescence | 360,000 compounds, 0.6% hits | inhibition, % at 3 µM;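 active = inhibition above a per-plate cutoff, the plate's mean sample inhibition plus 3 SD, cut at about 24% in these data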;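 note: 0% = DMSO plus EC80 ATP and 100% = DMSO alone without ATP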
Active calls of the source: *; / = no result given.

SMILES	OXTR potentiator	V1R ag counter	TAAR1 ag	M1 ag parental	CHRM1 agonist	CHO parental Ca	TAAR1 antagonist	CHO-K1 Ca PAM	CHO-K1 Ca antag
O=C(O)C(c1ccccc1)N1C(=O)/C(=C\c2ccc(-c3cccc(Cl)c3)o2)SC1=S (configuration not stated)	-4	7.5	12	-0.2	-2	9	30	-9	-5
COc1ccccc1NS(=O)(=O)c1cc(-c2cnc(C3CC3)o2)ccc1C	-4	0.3	2	2.3	-4	-23	-4	3	-6
COc1ccccc1NC(=O)CNC(c1ccccc1)c1ccccc1	-8	-0.4	-1	-0.4	-7	-53	-17	19	-19
COc1ccc(NC(=O)c2ccc[n+]([O-])c2)cc1	0	0.0	4	-0.3	-2	-4	-8	-9	2
COC(=O)C(C)(C)ONC(=O)Nc1ccccc1[N+](=O)[O-]	-2	1.2	6	0.7	-10	-1	9	20	-5
O=C(COC(=O)/C=C/c1cccc(F)c1)NC1CCCCC1	/	/	-1	0.1	-2	/	0	-13	5
Nc1nonc1-n1nnc(C(=O)N/N=C/c2cc(Cl)ccc2O)c1CN1CCCCCC1	-5	1.1	1	-0.3	-2	-6	-19	3	-12
CCOC(=O)CNS(=O)(=O)c1cc(-c2n[nH]c(=O)c3ccccc23)ccc1C	/	/	5	2.5	-1	/	-5	14	-13
CCOc1ccccc1C(=O)NCCN1CCC(n2c(=O)[nH]c3ccccc32)CC1	/	/	3	4.7	/	/	-22	0	-16
Clc1cccc(-c2nc(-c3ccc(-c4nn[nH]n4)cc3)no2)c1	-3	1.4	27	0.2	1	6	14	4	0
O=C(Nc1cc(S(=O)(=O)N2CCOCC2)ccc1N1CCOCC1)c1cccc(S(=O)(=O)N2CCCCC2)c1	-1	0.4	-2	-0.5	-4	-20	-26	3	1
COc1ccc(C(C(=O)NC2CCCC2)N(C(=O)c2snc(C(N)=O)c2N)c2ccccc2OC)cc1OC (configuration not stated)	-14	-0.4	4	0.1	-1	-24	-2	-16	-10
CC1CC(C)CN(C(=O)c2cccc3c2-c2ccccc2C3=O)C1 (configuration not stated)	-1	-0.4	7	0.8	-2	-37	-8	13	-10
Cc1ccc(/C=C/C(=O)NC2CCCCCCC2)o1	-9	-1.0	2	-0.1	3	-14	-13	-3	2
CCOC(=O)C1C(c2cc(OC)c(OC)c(OC)c2)NC(=S)NC1(O)C(F)(F)F (configuration not stated)	-9	0.1	4	0.0	-4	-1	1	4	-1
CN1/C(=C\C(=O)C[n+]2cccc(Br)c2)C(C)(C)c2ccccc21	-9	-0.6	6	0.0	-7	-6	-7	-9	10
CCOc1ccc(NC(=O)CN(C)C(=O)CC2CCCC2)cc1OCC	-1	0.1	-2	-0.2	-1	-5	15	5	-3
O=C(NCc1ccccc1Cl)C1CCCN(c2ncnc3c2nc2n3CCCCC2)C1 (configuration not stated)	-17	-1.5	1	0.7	-5	-19	-25	10	-12
O=C(Nc1ccc2c(c1)nc1n2CCN(Cc2ccccc2)C1)NC1CCCCC1	-4	-0.6	13	-0.2	-7	-15	-7	10	-39
CN1CCN(c2nc(-c3cccnc3)nc3ccccc23)CC1	-4	0.4	2	0.5	-5	-8	-1	7	-2

Results in CHO-K1 Ca antag, OXTR potentiator and TAAR1 antagonist, for some of the entries so far:
mol,CHO-K1 Ca antag,OXTR potentiator,TAAR1 antagonist
COC(=O)C(C)(C)ONC(=O)Nc1ccccc1[N+](=O)[O-],-5,-2,9
O=C(COC(=O)/C=C/c1cccc(F)c1)NC1CCCCC1,5,/,0

A different layout for some results above.
> CC1CC(C)CN(C(=O)c2cccc3c2-c2ccccc2C3=O)C1 (configuration not stated)
  OXTR potentiator: -1 | V1R ag counter: -0.4 | TAAR1 ag: 7 | M1 ag parental: 0.8 | CHRM1 agonist: -2 | CHO parental Ca: -37 | TAAR1 antagonist: -8 | CHO-K1 Ca PAM: 13 | CHO-K1 Ca antag: -10

> Cc1ccc(/C=C/C(=O)NC2CCCCCCC2)o1
  OXTR potentiator: -9 | V1R ag counter: -1.0 | TAAR1 ag: 2 | M1 ag parental: -0.1 | CHRM1 agonist: 3 | CHO parental Ca: -14 | TAAR1 antagonist: -13 | CHO-K1 Ca PAM: -3 | CHO-K1 Ca antag: 2

Other compounds follow.
SMILES	OXTR potentiator	V1R ag counter	TAAR1 ag	M1 ag parental	CHRM1 agonist	CHO parental Ca	TAAR1 antagonist	CHO-K1 Ca PAM	CHO-K1 Ca antag
O=C(/C=C/c1ccco1)Nc1cccc(S(=O)(=O)N2CCOCC2)c1	-4	-0.9	1	1.2	-12	-10	-5	23	-17
CC(=O)Nc1ccc(-c2cc(-c3ccc(NC(C)=O)cc3)nc(-c3ccc(NC(C)=O)cc3)n2)cc1	-8	1.3	2	3.2	-2	9	9	2	12
O=C1NC(c2ccccc2Cl)Nc2ccccc21 (configuration not stated)	-13	0.0	1	0.1	0	2	-26	11	-10
Cc1cccc(N(Cc2ccccc2)C(=O)CN2C(=O)NC3(CCCCC3C)C2=O)c1 (configuration not stated)	-10	-1.2	5	0.3	-8	-24	2	15	-18
Cc1cc(C)cc(SCc2noc(C(=O)NC(C)C)c2C(=O)O)c1	-4	-0.1	1	-0.1	-3	-2	10	-7	-4
O=C1C(Br)=C(c2ccccc2)C(c2ccccc2)=C1c1ccccc1	/	/	/	-0.3	-2	/	/	-20	16
COc1cccc(NC(=O)N2CCC(n3nnc4ccccc43)CC2)c1	-18	-0.1	9	1.0	-4	-19	-4	14	-20
Cc1nc(C)c(-c2ccc(SCC(=O)Nc3cccc(F)c3)nn2)s1	-14	11	6	14	1	-18	20	-2	6
CC(=O)Nc1ccc(NC(=O)CN(c2ccc(F)cc2)S(=O)(=O)c2ccc3c(c2)OCCO3)cc1	-9	1.7	8	2.2	-5	-25	10	22	-7
O=S(=O)(Nc1ccccc1N1CCOCC1)c1ccc(Cl)cc1	1	-0.4	/	0.3	-5	-12	/	0	-16
CCOc1ccc(OCCNC2CCCC2)cc1	-11	0.1	5	0.3	-7	-5	3	9	-4
Cc1cccc(N(C)Cc2nnc(-c3cccc(Br)c3)o2)c1	-6	-0.8	3	6.0	-5	10	9	15	-4
CCOC(=O)C1C(=O)N(C(=O)c2cncc(Br)c2)CC1c1ccccc1 (configuration not stated)	-11	1.8	16	0.9	3	2	10	26	-11
COc1ccc(-n2c(=O)cc(N3CCc4ccccc43)[nH]c2=O)cc1	-4	-0.9	1	0.3	-5	-10	-28	-7	12
CC1=C(C(=O)OCc2ccc3c(c2)OCO3)C(c2ccccc2OCc2ccccc2)NC(=O)N1 (configuration not stated)	-4	0.5	3	2.9	-4	-20	28	10	0
O=C(CCSc1nnc(-c2ccco2)o1)Nc1ccc(Cl)cc1	-22	1.7	41*	3.1	0	-14	-19	22	-16
N#Cc1nc(Cl)c(Cl)c(NN)c1Cl	0	-0.1	2	0.2	-1	-13	-6	-18	-2
COCC(C)NS(=O)(=O)c1ccc(NC(=O)C(Cc2ccccc2)NC(N)=O)cc1 (configuration not stated)	-13	0.9	11	0.1	-3	-10	1	11	-13
COC(=O)c1c(C)oc2ccc(N(C(=O)c3ccncc3)S(=O)(=O)c3ccccc3)cc12	-11	3.0	3	4.3	-1	4	-13	13	3
COc1ccc(/C=C/C(=O)NC(=S)NNC(=O)Cc2cccs2)cc1	-10	4.3	48*	4.3	11	23	28	10	5
OCC1(CCc2ccccc2)CCN(Cc2ccc3nsnc3c2)CC1	-6	1.7	0	-0.1	-14	-22	1	-3	2
CCc1ccccc1S(=O)(=O)Cc1ccc(C(=O)N2CCN(c3ccccc3OC)CC2)o1	-6	3.9	17	7.1	15	-15	72*	1	8
COc1cccc(C2N(c3cccc(Cl)c3)C(=O)C3CCCN32)c1 (configuration not stated)	-8	-0.3	2	0.6	-10	-13	-18	8	5
O=C(O)c1ccc2c(c1)C(=O)N(Cc1ccccc1)C2=O	-3	-0.4	17	0.6	-3	-1	3	24	-12
COc1ccc(S(=O)(=O)Nc2ccc(S(=O)(=O)N(C)C)cc2)cc1[N+](=O)[O-]	1	0.1	2	-0.1	-2	-3	6	9	-6
COc1ccc(OC)c(NC(=O)CCS(=O)(=O)c2cc3c(cc2C)NC(=O)CO3)c1	-8	0.4	4	2.2	-2	-7	4	-3	2
COc1ccc(CC(N)c2csc(Nc3ccccn3)n2)cc1 (configuration not stated)	/	/	25	4.2	9	/	7	-6	-3
CCOc1ccc(N2C(=O)C3CC(C)=C(C)CC3C2=O)c([N+](=O)[O-])c1 (configuration not stated)	-7	-0.6	3	1.0	-11	-33	-9	11	-13
CC(C(=O)OCn1nnc2ccccc2c1=O)N1C(=O)c2ccccc2C1=O (configuration not stated)	-14	0.6	1	-0.2	-5	-4	2	2	-4
Cc1nc(Nc2ccccc2Br)c2nnn(Cc3ccccc3)c2n1	-10	-0.4	-2	1.9	-4	-19	4	6	-4
CCOc1ccccc1C(=O)NC(C(=O)Nc1cccc(S(N)(=O)=O)c1)C(C)C (configuration not stated)	-12	-1.5	-1	0.4	-6	-9	-10	13	-11
Cc1cc(NC(=O)CSc2ncn[nH]2)no1	8	0.1	2	0.4	-9	-4	4	16	-11
Cc1cc(NC(=O)c2ccc(S(=O)(=O)N3CCc4ccccc43)cc2)no1	-4	1.4	-2	1.4	-7	7	0	-8	12
COC(=O)c1cc(C)nc(N)c1C#N	-13	0.3	7	0.7	-4	-1	-7	16	-11
CCN(CC)S(=O)(=O)c1ccc(F)c(C(=O)NCCCN2CCOCC2)c1	-2	1.5	4	0.7	-6	1	4	29	-12
O=C(NCc1ccc2c(c1)OCO2)C1Cc2ccccc2CN1C(=O)c1ccco1 (configuration not stated)	-4	-0.8	5	0.5	-5	-27	28	6	-11
CCCCCCCC(=O)NNC(=O)c1ccc([N+](=O)[O-])cc1	-6	-0.2	-1	-0.5	-6	-7	-11	7	1
Oc1c(Br)cc(/C=N/NC(=S)NCc2ccco2)cc1Br	-3	2.1	4	2.5	-4	-5	-21	4	-9
COC(=O)c1c(C)c[nH]c1C	-5	0.6	1	-0.3	-2	-6	-7	-3	13
CCOC(=O)C1CCN(C(=O)N(C)C)CC1	-1	0.9	2	0.2	-2	-3	-16	6	-9
CNC(=O)CSCc1cnn(-c2ccccc2)c1-n1cccc1	6	0.3	3	0.9	-4	-10	11	15	-13
CC1(C)OC2COC(c3[nH]nc4c(=O)[nH]c(=O)[nH]c34)C2O1 (configuration not stated)	/	/	0	1.3	-4	/	-7	9	0
